Source: PubChem (The Scripps Research Institute Molecular Screening Center)
HTRA1 inh = inhibitors of human serine peptidase HTRA1 | inhibition, % at 5.96 µM | 340,000 compounds, 0.5% hits | recombinant HTRA1, FP-rhodamine activity-based probe, fluorescence polarization | AID 504803; in the data active means inhibition above about 36%;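 further: 0% = enzyme with DMSO and 100% = wells lacking enzyme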
PRMT1 FP inh = inhibitors of human PRMT1 | AID 652257 | Q99873 | inhibition, % at 2.79 µM | recombinant PRMT1, activity-based probe fluorescence polarization | 370,000 compounds, 1.3% hits;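 active means inhibition above about 21% made by adding two undisclosed values, limit read from the data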
TDP2 inh = blocks human TDP2 phosphodiesterase activity; O95551; 370,000 compounds, 0.34% hits; recombinant TDP2, T5PNP hydrolysis, p-nitrophenol absorbance 415 nm; inhibition, % at 12.8 µM;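 active means inhibition above the mean of all tested compounds plus 3 SD, set per campaign, cut at about 25% in these data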;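 further: 0% = DMSO with enzyme and 100% = buffer with substrate but no TDP2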
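test system = human TDP2 enzyme | input = TDP2 enzyme at 120 nM final | medium = 50 mM Tris-HCl pH 7.5 with Mg2+, KCl, DTT, BSA | also added = T5PNP substrate, 5 mM | times = 2 h at 37 °C | technique = epi absorbance | benchmarks = high control without enzyme, low control DMSO plus TDP2 | replication = each compound tested once, singlicate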
TCR CD3 inh = human TCR-CD3 binding inhibition; TAMRA-labeled TCR probe fluorescence, biochemical; inhibition, % at 9.4 µM; 360,000 compounds, 0.37% hits; AID 651800; in the data active means inhibition above about 19%;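 further: recombinant mutant TCR 2C K166C tagged with TAMRA read by polarization; 0% = receptor in buffer alone and 100% = receptor with positive control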
UHRF1 binding = blocks human UHRF1 binding to methylated DNA; UHRF1 binding to methylated oligo, TR-FRET; AID 687016; Q96T88; 370,000 compounds, 0.75% hits; inhibition, % at 4.4 µM; in the data active means inhibition above about 21%;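 further: UHRF1 SRA domain binding a hemimethylated CpG hairpin DNA probe; 0% = median of test compound wells and 100% = reference inhibitor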
Target sequence (Q96T88 whole entry, looked up, the tested form may be a part): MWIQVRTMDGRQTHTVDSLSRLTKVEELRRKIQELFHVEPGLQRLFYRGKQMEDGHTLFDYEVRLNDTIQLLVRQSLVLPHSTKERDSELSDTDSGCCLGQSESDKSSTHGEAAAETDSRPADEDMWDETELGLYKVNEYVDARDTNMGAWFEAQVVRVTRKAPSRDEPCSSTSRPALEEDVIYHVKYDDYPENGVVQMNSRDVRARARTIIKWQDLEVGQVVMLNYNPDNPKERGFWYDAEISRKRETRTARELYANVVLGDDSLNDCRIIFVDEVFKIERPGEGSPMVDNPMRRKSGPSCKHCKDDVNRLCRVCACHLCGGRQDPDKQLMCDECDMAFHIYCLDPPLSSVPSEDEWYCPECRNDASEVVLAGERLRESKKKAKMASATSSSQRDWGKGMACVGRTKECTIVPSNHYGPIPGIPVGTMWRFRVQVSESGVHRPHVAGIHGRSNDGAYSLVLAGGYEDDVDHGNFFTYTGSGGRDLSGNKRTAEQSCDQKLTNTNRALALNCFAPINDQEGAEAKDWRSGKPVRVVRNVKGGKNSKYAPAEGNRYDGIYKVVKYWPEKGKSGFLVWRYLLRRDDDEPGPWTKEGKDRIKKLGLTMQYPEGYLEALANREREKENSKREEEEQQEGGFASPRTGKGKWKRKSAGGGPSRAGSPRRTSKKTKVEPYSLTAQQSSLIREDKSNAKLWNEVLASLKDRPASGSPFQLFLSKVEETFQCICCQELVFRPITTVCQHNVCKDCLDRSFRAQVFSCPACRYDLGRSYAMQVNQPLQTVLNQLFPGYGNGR
PG9 binder = PG9 antibody binding by small molecule; inhibition, % at 6.7 µM; 360,000 compounds, 0.43% hits; TR-FRET gp120-PG9 antibody binding; in the data active means inhibition above about 8.5%
DDE Tn7 FP inh = disrupts Tn7 cyclic peptide binding to fibrin D-Dimer-E complex. P02675. FP displacement of FITC-Tn7 peptide from fibrin DD(E); 0% = median of compound wells per plate. inhibition, % at 8.3 µM. 370,000 compounds, 0.13% hits;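 active means inhibition above the mean of compounds falling within the control limits plus 3 SD of them, cut at about 14% in these data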;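 further: 0% = plate median of compound wells and 100% = 10 µM Aha-Tn7 peptide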
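Test system: human clot-derived fibrin DD(E) complex / Quantity: 2 µM final DD(E) protein / Incubation: 10 min plus 3 h, room temperature / Measured by: fluorescence polarization / Benchmarks: high control of 10 µM Aha-Tn7 peptide / Replicates: singlicate testing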
SIAE inh = inhibitors of human sialic acid acetylesterase SIAE; Q9HAT2; SIAE FP-Rh probe binding, fluorescence polarization; inhibition, % at 9.66 µM; 370,000 compounds, 0.69% hits; AID 1053197;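 active means inhibition above a cutoff: mean of compounds within the control limits plus 3 SD of those, cut at about 17% in these data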;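 further: 0% = plate median of compound wells and 100% = probe without SIAE protein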
mABHD4 FP = inhibitors of mouse ABHD4. purified mABHD4, FP-Rh probe fluorescence polarization. 370,000 compounds, 0.54% hits. AID 720543. inhibition, % at 8.92 µM;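 active means inhibition exceeding the mean over every tested compound plus 3 SD, cut at about 30% in these data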;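 further: 0% = plate median of compound wells and 100% = S159A mutant with DMSO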
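Assay system: wild-type mouse ABHD4 protein; compound: single nominal dose of 8.92 µM, 0.89% DMSO final; schedule: 45 min + 60 min at 25 °C; measured by: FP readout, ex 525 nm / em 598 nm; evaluation: % inhibition of FP-Rh probe binding versus controls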
LEDGF integ inh = blocks HIV-1 LEDGF/p75-dependent DNA integration | TR-FRET IN-LEDGF/p75 DNA integration, Eu/Cy5 | AID 743269 | 370,000 compounds, 0.64% hits | inhibition, % at 3.7 µM;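 active means inhibition above the screen-wide mean plus 3 SD, cut at about 13% in these data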;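 further: signal is the Cy5 over europium emission ratio at 671 and 618 nm; 0% = plate median of compound wells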
Numbers without * were called inactive; x = no result given.

The line under a structure holds: HTRA1 inh, PRMT1 FP inh, TDP2 inh, TCR CD3 inh, UHRF1 binding, PG9 binder, DDE Tn7 FP inh, SIAE inh, mABHD4 FP, LEDGF integ inh
CCc1nnc(NC(=O)C2CCCN(c3nc(C)cc(C)n3)C2)s1 (centres undefined)
 : -2, -8, 6, 5, -4, -0.7, -1, 1, 1, 2
Cc1ccc(C(=O)Nc2ccncc2)o1
 : 1, -1, -1, 5, -2, -0.3, -3, 3, 4, 0
O=C(Nc1cccc(C(=O)Nc2cccc(Br)c2)c1)c1ccccc1
 : -48, -4, -12, 1, -4, 0.5, 7, -22, -30, 2
C/C(CC(=O)Nc1ccc(C)c(Cl)c1)=N\NC(=O)Cc1cnc(N)s1
 : 0, -2, -2, 0, -5, -2.1, -4, 4, -4, -1
COc1ccccc1NC(=O)C1C2C=CC(C2)C1C(=O)NCc1cccnc1 (centres undefined)
 : 0, 0, 7, 5, -1, 0.5, 2, -7, -2, -5
COc1cc(C(=O)N/C(=C\c2cn(C)c3ccccc23)C(=O)NCCCn2ccnc2)cc(OC)c1OC
 : 3, 0, -7, 5, -2, -3.1, 2, 2, 7, -3
COc1ccc(-c2noc(-c3csc([C@@H]4O[C@H](CO)[C@H](O)[C@H](O)[C@H]4O)n3)n2)cc1OC
 : x, 0, 0, -7, -3, 0.1, -7, 6, -4, -3
CC(OC(=O)Cn1[nH]c(=O)c2ccccc2c1=O)C(=O)c1ccccc1 (centres undefined)
 : 11, 1, 5, -4, 1, -1.7, -7, 5, -1, -1
CCCCNCCOCCOc1ccc(Cl)cc1Br
 : -1, -5, 3, -2, 2, -3.0, 3, 0, 6, 3
CCOc1ccc(NC(=O)CN(C)C(=O)c2cc(S(=O)(=O)N(C)C)ccc2N2CCCC2)cc1OCC
 : -2, 5, -13, 0, 7, -0.6, 4, 3, -6, -7
CCCOc1c(Br)cc(C(=O)OCC(=O)NC2CC2)cc1OC
 : -7, 0, 3, -3, 0, 1.7, -1, -4, 6, -5
COc1ccc(C2C(=O)N(C3CCCCC3)CC(=O)N2Cc2ccco2)cc1 (centres undefined)
 : -1, 4, 6, 1, 1, 1.4, -4, 9, 0, 1
COCc1cc(=O)[nH]c(SCC(=O)Nc2ccccc2)n1
 : 5, 4, 10, -7, 1, 1.2, 2, -2, 4, -1
COc1ccc(Br)cc1C(C[N+](=O)[O-])c1c(N)n(C)c(=O)n(C)c1=O (centres undefined)
 : 0, 9, 0, -11, 3, -0.8, 1, -5, -9, 3
CCN1CCN(CCNC(=O)c2ccc(CS(=O)(=O)c3ccccc3C)o2)CC1
 : 1, -3, 5, 8, -1, 1.0, 7, 2, -5, -4
CCC(Sc1nc2cc(OC)c(OC)cc2c(=O)n1CCc1ccc(OC)c(OC)c1)C(=O)NCCOC (centres undefined)
 : -4, -5, 3, 5, -1, -1.5, -3, 3, -2, 4
O=C(C1CCCC1)N1CCN(S(=O)(=O)c2cccc(Cl)c2Cl)CC1
 : 1, 3, -2, -5, -1, 0.2, 5, -3, -2, -2
O=C(C[C@@H]1C[C@H]2c3cc(NC(=O)C4CCC4)ccc3O[C@H]2[C@@H](CO)O1)NCc1ccc(-c2ccccc2)cc1
 : -8, -1, -17, -12, 3, 1.1, -7, -9, -7, 3
Cc1ccc(C(=O)N2CCN(C(=O)C3CCCO3)CC2)cc1 (centres undefined)
 : -2, -5, 7, -5, -1, 0.1, 10, 1, -3, -1
Cc1cc(N2CCN(Cc3ccccc3)CC2)n2nc(C)nc2n1
 : x, -11, 6, x, 1, x, 0, 1, 4, 5
O=C(COC(=O)/C=C/c1cc(Br)ccc1F)Nc1ccc2[nH]c(=O)[nH]c2c1
 : -4, 1, 10, -1, -2, -1.0, 9, 13, -10, -4
Cc1csc(NC(=O)C2CC(=O)N(c3ccc(C)c(C)c3)C2)n1 (centres undefined)
 : -4, -3, 11, -5, -2, 0.1, 0, 0, -5, 0
Cc1csc(CNc2ncnc3ccc(-c4ccc5c(c4)OCO5)cc23)c1
 : -8, 3, 3, 1, 3, -0.8, 1, 3, 3, -3
Cc1ccc(CNC(=S)N2CCOCC2)cc1
 : 5, 4, -1, 2, -2, 0.2, -6, 0, 7, -2
CC(=O)NC(Cc1ccc(C)cc1)C(=O)NC1CCN(C(=O)c2cnccn2)CC1 (centres undefined)
 : 3, 0, 3, 8, 1, 2.4, -2, 2, 2, -2
CC(O)(C#CCN1CCCCC1)c1ccccc1 (centres undefined)
 : -1, 1, 2, -4, 2, -0.2, 4, -1, 0, -4
CC(=O)Nc1cc(NC(=O)C2C3C=CC(C3)C2C(=O)O)ccc1Cl (centres undefined)
 : 5, -2, 8, -3, 1, 1.3, -2, 3, 2, 2
CC(/C=N\Nc1nnc2c(n1)[nH]c1c(C)cccc12)=C\c1ccco1
 : 19, 2, 1, 1, -3, -2.8, -3, 4, 12, 2
C/C(=N\Nc1ccc(Cl)c(C(=O)O)c1)c1ccccn1
 : 10, 3, -2, 3, 0, -3.8, -3, -2, 10, 3
CC(SCc1ccccc1)C(=O)Nc1ccccc1Br (centres undefined)
 : -22, 1, -8, -11, 1, 0.3, -4, -2, 1, -2
CC1CC(C(F)(F)C(F)(F)F)n2nc(C(=O)O)cc2N1 (centres undefined)
 : 3, 1, 9, 0, -2, 1.0, -5, 5, 5, 1
CCOC(=O)N1CCc2c(sc(NC(=O)CN3CCOCC3)c2C(=O)Nc2ccccc2)C1
 : -5, 0, -8, 6, -5, -1.1, 2, -9, 1, -1
Cc1ccc(NC(=O)c2ccc3ccccc3n2)nc1
 : -8, 2, -1, 0, 3, -1.2, 1, -7, -6, -1
Cc1ccc(SCC(=O)Nc2ccc(N3CCOCC3)cc2)c(C)c1
 : 0, -3, -11, 11, 0, -0.1, -6, 2, -3, 7
COc1cc(CNC(=O)Nc2nnc([C@@H]3C[C@H](O)[C@@H](CO)O3)s2)cc(OC)c1OC
 : x, -2, 1, -1, -1, 1.3, 1, -1, 7, 0
CCn1ncc(CN2CCC(Oc3ccc(C(=O)N4CCCC4)cc3)CC2)c1C
 : 0, -8, 10, 2, 0, 1.5, 2, -2, 2, 3
CC(=O)NCCn1c(SCC#N)nc2ccccc2c1=O
 : -4, 0, 0, 1, -1, -0.3, 3, 5, 3, -1
Cc1cccc(OCc2nc(-c3ccc(-n4cccc4)cc3)no2)c1
 : 4, -5, -2, -5, 1, 0.7, -3, 9, -6, 4
CC(C)c1ccc(CNc2nc3nc4c(c(=O)n3[nH]2)CCC4)cc1
 : -5, 0, 2, -3, 5, -1.3, 8, -3, -6, -2
Cc1cccc2sc(NS(C)(=O)=O)nc12
 : 7, 1, 2, 5, -1, -0.2, 0, -4, 3, 0
CC(=O)Nc1ccc(S(=O)(=O)Nc2ccccc2C(=O)N2CCCCC2)cc1
 : -1, 1, 1, -5, 2, 1.6, -2, 3, 0, -2
CCOc1cc(N2CCOCC2)c(OCC)cc1NC(=O)COC(=O)c1cc(C)cc(C)c1
 : -1, 0, 12, 6, 2, -0.3, 1, 3, 1, -2
Cc1ccc(-c2nnc(N3CCN(C(=O)CN4CCOCC4)CC3)c3ccccc23)cc1
 : 7, 1, -8, -2, 0, -2.9, 4, 8, -2, 0
COc1ccc(-n2c(Cc3cc(=O)[nH]c(=O)[nH]3)nnc2SCC(=O)Nc2ccccc2)cc1
 : -2, 3, -1, -5, 2, -0.9, -10, 8, 5, -1
O=C(N/N=C/c1ccc(O)cc1)c1cc[n+](Cc2ccccc2)cc1
 : 5, -3, -3, 4, -7, -3.1, -6, 4, 3, 4
Cc1oc(C(C)(C)C)cc1C(=O)N1CCN(c2ncccc2C(F)(F)F)CC1
 : 0, 7, -18, -7, 1, 1.9, 3, -6, -8, 0
COc1cc(C(=O)OCC(=O)NC2CCS(=O)(=O)C2)c([N+](=O)[O-])cc1OC (centres undefined)
 : 4, -1, 2, 11, 0, -1.1, -3, 7, 1, 2
CC1CC(C)CN(S(=O)(=O)c2ccc(NN)nc2)C1 (centres undefined)
 : 4, 0, -6, -6, -1, -0.7, 13, -4, -1, 0
O=C(Cc1ccc(NC(=O)C2CCCN(C(=O)CCc3ccccc3)C2)cc1)Nc1cccc(C(=O)N2CCCCC2)c1 (centres undefined)
 : 2, -2, -5, 4, -1, -1.3, -4, 0, -3, 2
Cc1nonc1NC(=O)OC1CCCCC1
 : 6, -3, 0, -2, 0, 0.1, -3, -3, 5, -5
C/C(=N\Nc1ccccc1C)c1cccnc1
 : 3, 1, -2, -4, 0, -0.3, 1, 11, 7, -4
Cc1ccc(CNc2ccc(Cl)cc2[N+](=O)[O-])cc1
 : -13, -2, 4, 3, 6, 1.3, -7, 0, -4, 1

Filtered by structure, the entries above with an aryl methoxy group (ten)
The line under a structure holds: HTRA1 inh, PRMT1 FP inh, TDP2 inh, TCR CD3 inh, UHRF1 binding, PG9 binder, DDE Tn7 FP inh, SIAE inh, mABHD4 FP, LEDGF integ inh
COc1ccccc1NC(=O)C1C2C=CC(C2)C1C(=O)NCc1cccnc1 (centres undefined)
 : 0, 0, 7, 5, -1, 0.5, 2, -7, -2, -5
COc1cc(C(=O)N/C(=C\c2cn(C)c3ccccc23)C(=O)NCCCn2ccnc2)cc(OC)c1OC
 : 3, 0, -7, 5, -2, -3.1, 2, 2, 7, -3
COc1ccc(-c2noc(-c3csc([C@@H]4O[C@H](CO)[C@H](O)[C@H](O)[C@H]4O)n3)n2)cc1OC
 : x, 0, 0, -7, -3, 0.1, -7, 6, -4, -3
CCCOc1c(Br)cc(C(=O)OCC(=O)NC2CC2)cc1OC
 : -7, 0, 3, -3, 0, 1.7, -1, -4, 6, -5
COc1ccc(C2C(=O)N(C3CCCCC3)CC(=O)N2Cc2ccco2)cc1 (centres undefined)
 : -1, 4, 6, 1, 1, 1.4, -4, 9, 0, 1
COc1ccc(Br)cc1C(C[N+](=O)[O-])c1c(N)n(C)c(=O)n(C)c1=O (centres undefined)
 : 0, 9, 0, -11, 3, -0.8, 1, -5, -9, 3
CCC(Sc1nc2cc(OC)c(OC)cc2c(=O)n1CCc1ccc(OC)c(OC)c1)C(=O)NCCOC (centres undefined)
 : -4, -5, 3, 5, -1, -1.5, -3, 3, -2, 4
COc1cc(CNC(=O)Nc2nnc([C@@H]3C[C@H](O)[C@@H](CO)O3)s2)cc(OC)c1OC
 : x, -2, 1, -1, -1, 1.3, 1, -1, 7, 0
COc1ccc(-n2c(Cc3cc(=O)[nH]c(=O)[nH]3)nnc2SCC(=O)Nc2ccccc2)cc1
 : -2, 3, -1, -5, 2, -0.9, -10, 8, 5, -1
COc1cc(C(=O)OCC(=O)NC2CCS(=O)(=O)C2)c([N+](=O)[O-])cc1OC (centres undefined)
 : 4, -1, 2, 11, 0, -1.1, -3, 7, 1, 2
